Cneo AK release: causes C. neoformans cell lysis | lysis activity, % at 15 µM | hit rate 0.2% among 360,000 | AID 651654 | adenylate kinase release luminescence, 4 h; normalised: neutral wells 0, clomiphene wells 100;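 active = mean lysis activity across replicates of at least 80%, whatever share of replicates individually reach that level; inactive = mean lysis activity below 80%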
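Test system: log-phase Cryptococcus neoformans yeast cells. Input: 5 × 10^6 yeast cells/mL. Medium: fresh YPD growth medium. Doses: single dose. Incubation: static 4 h at 37 °C with compound, 1 h detection. Measured by: luminescent adenylate kinase detection reagent. Read-out: signal increase indicating cell lysis. Benchmarks: Clomiphene.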
E-sel inducer: induces E-selectin expression in human endothelial cells; P16581; HUVEC E-selectin immunofluorescence imaging; normalized: neutral wells 0, TNF-alpha wells 100; activation, % at 7.58 µM; hit rate 0.37% among 260,000;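 active = mean E-selectin-positive cell signal at least 10% of the positive control, reached in at least 60% of replicates, without over 20% cell loss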;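 also: in these data hits start at about 27%; measured in HUVEC primary endothelial cells; signal is the percent of cells scored E-selectin positive by PE staining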
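Test system: HUVEC; input: 3,000 HUVEC/well; measured by: immunofluorescence imaging; read-out: % PE-positive cells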
PGC1a acetyl inh: PGC1a acetylation modulation, inhibitor mode; AID 651687; inhibition, % at 15.6 µM; hit rate 0.17% among 350,000; U2OS PGC1a acetylation, AlphaScreen anti-acetyl-lysine; with virally co-expressed GCN5 acetyltransferase;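 active = every replicate shows inhibition of at least 40%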;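 also: 0% = neutral control wells and 100% = positive control wells; some results beyond the cut were filed as inactive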
RAD54 inh: blocks human RAD54 Holliday junction branch migration. hit rate 0.14% among 360,000. inhibition, % at 10.4 µM. AID 602329. FAM/BHQ fluorescence;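 active = mean normalized replicate activity at least 40 and at least half of replicates scoring 40 or more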;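 also: 0% = median of neutral control wells and 100% = median of positive control wells; inhibitors cause a drop in the FAM fluorescence signal; in these data hits start at about 50%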
miR122 inh: miR-122 inhibition in Huh7 cells. AID 602342. Huh7 miR-122 Renilla luciferase sensor, 48 h; neutral wells = 0, positive control = 100. hit rate 0.3% among 340,000. activation (reporter increase), % at 12.5 µM;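 active = mean replicate activation score at least 90 and every replicate individually at or above 90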;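 also: higher luciferase means less miR-122 activity so hits act as miR-122 inhibitors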
ERAP1 inh: inhibitors of human ERAP1 aminopeptidase. hit rate 0.15% among 340,000. Q9NZ08. recombinant ERAP1, Leu-AMC fluorescence, 60 min. inhibition, % at 10.7 µM;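 active = mean replicate inhibition of at least 30%, or all replicates individually reaching that 30% level; inactive = mean below 30% and not every replicate reaching it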;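 also: 0% = neutral control wells and 100% = L-leucinethiol positive control wells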
Target sequence (Q9NZ08 whole entry, looked up): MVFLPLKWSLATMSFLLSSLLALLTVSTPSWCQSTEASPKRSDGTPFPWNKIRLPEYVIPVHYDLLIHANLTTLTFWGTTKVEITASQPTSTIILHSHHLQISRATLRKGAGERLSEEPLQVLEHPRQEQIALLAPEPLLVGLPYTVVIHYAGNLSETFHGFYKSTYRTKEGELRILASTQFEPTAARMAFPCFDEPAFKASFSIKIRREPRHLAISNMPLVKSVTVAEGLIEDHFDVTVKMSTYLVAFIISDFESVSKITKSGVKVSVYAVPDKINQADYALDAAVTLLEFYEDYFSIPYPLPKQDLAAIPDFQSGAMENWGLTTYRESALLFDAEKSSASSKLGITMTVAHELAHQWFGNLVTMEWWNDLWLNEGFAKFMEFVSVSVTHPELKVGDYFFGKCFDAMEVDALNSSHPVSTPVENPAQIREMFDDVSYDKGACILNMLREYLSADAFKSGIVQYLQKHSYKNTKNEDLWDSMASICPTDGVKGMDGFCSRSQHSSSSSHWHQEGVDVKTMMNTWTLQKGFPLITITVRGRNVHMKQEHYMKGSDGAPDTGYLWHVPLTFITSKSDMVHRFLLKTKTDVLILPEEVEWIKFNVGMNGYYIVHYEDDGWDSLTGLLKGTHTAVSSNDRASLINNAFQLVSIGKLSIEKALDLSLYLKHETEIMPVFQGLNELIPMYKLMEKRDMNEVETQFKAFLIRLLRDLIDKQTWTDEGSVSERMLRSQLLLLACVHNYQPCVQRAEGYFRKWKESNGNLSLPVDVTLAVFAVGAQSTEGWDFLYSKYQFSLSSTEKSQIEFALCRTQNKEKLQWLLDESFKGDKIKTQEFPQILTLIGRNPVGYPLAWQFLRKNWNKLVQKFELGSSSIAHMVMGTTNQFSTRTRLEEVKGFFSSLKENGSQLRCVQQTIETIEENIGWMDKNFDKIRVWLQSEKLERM
PglD DTNB: PglD (C. jejuni) enzyme inhibition. purified PglD enzyme, DTNB colorimetric CoA detection. inhibition, % at 12.5 µM. hit rate 0.098% among 360,000; in the data active = inhibition above about 16%, passing the limit was not always enough; also: strong numbers were not always called active
RAD52 anneal inh: RAD52 (human) annealing inhibition; P43351; recombinant RAD52 DNA annealing, FRET fluorescence; inhibition, % at 18.7 µM; hit rate 0.46% among 360,000;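 active = every replicate showing at least 50% inhibition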
* = called active by the depositor; . = no result given; [ ] = another dose, or the depositor's remark. No enrichment for hits. Share with any hit: about 1.4%.

1) COc1ccccc1C(=O)Nc1nnc(S(=O)(=O)N2CCOCC2)s1
2) COc1ccccc1NC(=O)c1oc2ccccc2c1NC(=O)c1ccco1
3) NC1=NC2(CCCCC2)n2c(nc3ccccc32)N1
4) O=C(CNC(=O)c1ccccc1)OC(C(=O)O)c1ccc(F)cc1 (stereo not given)
5) O=C(CSc1nc2ccc([N+](=O)[O-])cc2[nH]1)NC1CCCCC1
6) Cc1ccc(-c2nc(=S)c3c(n2Cc2ccco2)CCCC3)cc1
7) COc1cccc(S(=O)(=O)Nc2ccc3c(c2)C(=O)N(C)C[C@@H](OC)[C@@H](C)CN[C@@H](C)CO3)c1
8) C[C@@H]1CN([C@H](C)CO)C(=O)Cc2cc(NC(=O)Cn3cnnn3)ccc2O[C@@H]1CN(C)S(=O)(=O)c1ccc(Cl)cc1

Compound	1	2	3	4	5	6	7	8
Cneo AK release	1	0	2	0	.	-3	-2	6
E-sel inducer	0.6	.	.	1.4	.	.	0.2	0.0
PGC1a acetyl inh	-11	2	0	3	-5	-24	-9	1
RAD54 inh	-3	5	9	1	.	-2	-6	-12
miR122 inh	-10	-2	-3	-1	3	8	37[16.7 µM]	2[16.7 µM]
ERAP1 inh	-3	.	.	-1	-10	.	0	1
PglD DTNB	5	-3	6	.	.	3	0	0
RAD52 anneal inh	-10	.	.	-9	-8	.	-13	-12

Structural class: those above containing a furan ring, fused or not.
2) COc1ccccc1NC(=O)c1oc2ccccc2c1NC(=O)c1ccco1
6) Cc1ccc(-c2nc(=S)c3c(n2Cc2ccco2)CCCC3)cc1

Compound	2	6
Cneo AK release	0	-3
E-sel inducer	.	.
PGC1a acetyl inh	2	-24
RAD54 inh	5	-2
miR122 inh	-2	8
ERAP1 inh	.	.
PglD DTNB	-3	3
RAD52 anneal inh	.	.

Additional results follow.
9) COCC(=O)N1C[C@H]2[C@@H](c3ccccc31)[C@H](CO)N2C(=O)c1ccccc1F
10) O=C(Cc1ccc(Cl)cc1)Nc1ccc(N2CCCC2)cc1
11) CCN1C(=O)c2cccc3c(S(=O)(=O)Nc4ccncc4)ccc1c23
12) Cc1[nH]c2ccccc2c1C(=O)C(=O)N1CCN(C(=O)c2ccco2)CC1
13) COc1ccccc1C/C(N)=N/O
14) O=C(Cc1ccc(O)cc1)NCCNC(=S)NCc1ccccc1
15) CO[C@@H]1CN(C)C(=O)c2ccc(NC(C)=O)cc2OC[C@H](C)N(C(=O)Cc2ccccn2)C[C@@H]1C
16) Fc1cccc(NC(=S)Nc2cccnc2)c1

Compound	9	10	11	12	13	14	15	16
Cneo AK release	4	-1	-1	.	1	.	1	1
E-sel inducer	2.7	.	.	-0.1	.	3.5	-0.1	.
PGC1a acetyl inh	3	7	10	3	10	-3	-2	.
RAD54 inh	-4	-6	-5	.	5	.	2	-4
miR122 inh	-14[16.7 µM]	-1	17	.	-2	.	.	.
ERAP1 inh	2	.	.	1	.	11	-2	-1
PglD DTNB	-2	3	-3	.	7	.	0	1
RAD52 anneal inh	-11	.	.	-3	.	-9	-4	-6

Four of the entries above in order of their number in miR122 inh, lowest first.
no. | structure | miR122 inh
3 | NC1=NC2(CCCCC2)n2c(nc3ccccc32)N1 | -3
2 | COc1ccccc1NC(=O)c1oc2ccccc2c1NC(=O)c1ccco1 | -2
5 | O=C(CSc1nc2ccc([N+](=O)[O-])cc2[nH]1)NC1CCCCC1 | 3
6 | Cc1ccc(-c2nc(=S)c3c(n2Cc2ccco2)CCCC3)cc1 | 8

Next section
17) CCN1CCN(c2cc3c(cc2F)c(=O)c(S(=O)(=O)c2ccccc2)cn3C)CC1
18) Cc1cc(C(=O)N/N=C2\CCCC(=O)C2)c(C)o1
19) COCCn1c(=O)[nH]c2cc(C(=O)NC3CCCCCC3)ccc2c1=O
20) O=C(/C=C/c1ccc(Cl)c([N+](=O)[O-])c1)c1cccnc1
21) O=C(CN1C(=O)NC2(CCCC2)C1=O)N1CCN(S(=O)(=O)c2ccccc2[N+](=O)[O-])CC1
22) CO[C@H](CN(C)S(=O)(=O)c1ccccc1)[C@@H](C)CN(C(=O)Nc1ccccc1F)[C@H](C)CO
23) Cc1ccc(C(=O)NCC(=O)OCC(=O)N(CC(C)C)c2c(N)n(Cc3ccccc3)c(=O)[nH]c2=O)cc1C
24) Cc1noc(C)c1NC(=O)NCC[C@@H]1CC[C@H](NC(=O)c2ccc(F)cc2)[C@@H](CO)O1

Compound	17	18	19	20	21	22	23	24
Cneo AK release	4	-1	-1	5	-2	-6	0	-5
E-sel inducer	.	-0.3	0.1	0.9	2.3	0.0	.	-0.1
PGC1a acetyl inh	-8	13	-8	1	5	-4	8	-8
RAD54 inh	-10	0	5	6	-2	5	5	-1
miR122 inh	-5	-6	-8	9	-7	.	-1	.
ERAP1 inh	1	5	0	1	-1	0	0	-1
PglD DTNB	3	1	-3	-10	-5	-1	-3	-1
RAD52 anneal inh	-10	-11	-1	14	-7	-6	-10	-5

25) Cc1ccc(-c2ccc3c(c2)O[C@H](CN(C)C(=O)NC(C)C)[C@@H](C)CN([C@@H](C)CO)S3(=O)=O)cc1
26) COc1ccc2c(c1)c(=O)oc1cc(O)ccc12
27) CCCC(=O)Nc1ccc2c(c1)OC[C@H](C)N(CC1CCCC1)C[C@@H](C)[C@@H](OC)CN(C)C2=O
28) Cc1ccc(S(=O)(=O)N(C)C[C@H]2Oc3ccc(NS(=O)(=O)c4c(C)noc4C)cc3C(=O)N([C@H](C)CO)C[C@H]2C)cc1
29) C[C@H]1CN([C@@H](C)CO)S(=O)(=O)c2ccc(-c3ccncc3)cc2O[C@H]1CN(C)C(=O)Nc1ccc(F)cc1
30) CCN1C(=O)c2ccccc2S(=O)c2ccc(C(=O)NCCN(CC(C)C)CC(C)C)cc21 (stereo not given)
31) CN1CCN(Cc2c(O)ccc3cc(-c4ccccn4)c(=O)oc23)CC1
32) O=C(N[C@@H]1CC[C@@H](CCNS(=O)(=O)c2ccc(F)cc2)O[C@@H]1CO)c1ccccn1

Compound	25	26	27	28	29	30	31	32
Cneo AK release	-15	-2	-3	-2	-5	3	-7	-1
E-sel inducer	0.2	.	-0.1	-0.1	-0.1	4.0	.	0.3
PGC1a acetyl inh	-16	-3	9	-5	-13	-8	0	-3
RAD54 inh	4	-14	-5	-2	0	8	2	2
miR122 inh	-1[16.7 µM]	-8	4[16.7 µM]	6[16.7 µM]	5[16.7 µM]	.	0	.
ERAP1 inh	1	.	-5	-1	-2	-2	112*	-1
PglD DTNB	4	2	0	1	1	-6	3	4
RAD52 anneal inh	19	-3	-4	7	7	-12	-5	-9

33) c1ccc2c(c1)nnn2-c1ccncc1
34) CC(=O)N1c2ccccc2C(=O)C1N(C)c1ccc(C)cc1 (stereo not given)
35) Cc1cc(C)n(C(=O)Cc2cn3ccsc3n2)n1
36) CCCC(=O)Nc1nc2ccc(NC(=O)c3ccccc3F)cc2s1
37) Cc1ccc(N(CC#N)C(=O)CS(=O)(=O)c2cccc([N+](=O)[O-])c2)cc1
38) COc1cccc(C(=O)Nc2ccc3c(c2)OC[C@H](C)N(CC2CC2)C[C@@H](C)[C@@H](OC)CN(C)C3=O)c1
39) COc1cccc(NC(=O)N[C@@H]2C=C[C@H](CC(=O)N3CCN(C)CC3)O[C@@H]2CO)c1
40) CCCC(=O)Nc1ccc2c(c1)C(=O)N(C)C[C@H](OC)[C@H](C)CN(C(=O)CC1CC1)[C@H](C)CO2

Compound	33	34	35	36	37	38	39	40
Cneo AK release	1	-2	-15	1	-2	3	.	-1
E-sel inducer	0.2	0.1	.	13	.	0.5	1.2	0.0
PGC1a acetyl inh	4	2	-3	-7	.	1	5	11
RAD54 inh	-7	-7	-7	4	6	7	.	-3
miR122 inh	-1	4	3	68	.	3[16.7 µM]	.	.
ERAP1 inh	-1	0	.	-1	-1	3	-2	-1
PglD DTNB	-5	15	5	.	-1	-1	.	2
RAD52 anneal inh	5	-15	.	-1	-1	2	-12	-17

41) Brc1ccc2c(c1)C(c1cccs1)=NNC(c1cccnc1)=N2
42) C[C@@H]1CCCCO[C@H](CN(C)CC2CC2)[C@H](C)CN([C@@H](C)CO)C(=O)c2cc(N(C)C)ccc2O1
43) NCC[C@@H]1CC[C@@H](NS(=O)(=O)c2ccc(Cl)cc2)[C@@H](CO)O1
44) COc1ccccc1NC(=O)N1C[C@H]2[C@@H](c3ccccc31)[C@@H](CO)N2C(=O)C1CCCC1
45) COc1cc(C(=O)NCCC(=O)NCCN2CCCCCC2)cc(OC)c1OC
46) COc1ccc(C(C(O)C(=O)c2c[nH]c3ccccc23)N2CCN(c3ccc(OC)cc3)CC2)cc1 (stereo not given)
47) CCCNC(=O)N1CC[C@H]2[C@@H]1c1cc(C#Cc3ccccc3)ccc1N(C)[C@H]2CO
48) O=C(COc1ccccc1Cc1ccccc1)NCCCN1CCOCC1

Compound	41	42	43	44	45	46	47	48
Cneo AK release	-2	3	-4	-2	1	-1	-5	8
E-sel inducer	.	-0.4	-0.2	0.1	.	.	1.5	2.5
PGC1a acetyl inh	11	7	5	-6	9	-24	-2	-8
RAD54 inh	-8	7	-7	-1	-27	1	14	12
miR122 inh	12	0[16.7 µM]	.	50[16.7 µM]	.	31	-7[16.7 µM]	20
ERAP1 inh	.	-3	1	1	.	.	-2	-4
PglD DTNB	5	-1	2	0	-5	3	-2	1
RAD52 anneal inh	.	-9	26	-1	.	.	8	-17

49) Cc1ccc(S(=O)(=O)N(C)C[C@@H]2Oc3ccc(NS(=O)(=O)c4ccccc4)cc3C(=O)N([C@H](C)CO)C[C@H]2C)cc1
50) COc1ccc(S(=O)(=O)N2CCN(C(=O)c3cccs3)CC2)cc1
51) Cc1ccc(CCC(=O)Nc2ccc(Cl)cc2)o1
52) CN(CC(=O)Nc1cccc(S(=O)(=O)N2CCCCC2)c1)Cc1ccc(F)cc1
53) COc1ccccc1CNC(=O)C[C@@H]1CC[C@H](NC(C)=O)[C@H](CO)O1
54) CS(=O)(=O)Nc1ccc2c(c1)[C@H]1C[C@@H](CC(=O)N3CCCCC3)O[C@@H](CO)[C@H]1O2
55) COc1cccc(-c2csc(NC(C)=O)n2)c1

Compound	49	50	51	52	53	54	55
Cneo AK release	53	-4	-2	1	2	-1	5
E-sel inducer	1.1	.	.	0.5	-0.2	-0.1	.
PGC1a acetyl inh	23	-7	72*	3	2	-6	-4
RAD54 inh	-1	8	1	-9	-1	-5	7
miR122 inh	-1[16.7 µM]	1	-4	13	.	1[16.7 µM]	3
ERAP1 inh	0	.	-3	-4	-7	.	.
PglD DTNB	-2	3	-3	-1	2	1	2
RAD52 anneal inh	1	.	0	-20	-1	.	.

Screening results as filed in PubChem BioAssay.
